NPR2 activator: human GC-B receptor activators, primary screen, HEK293 GC-B cells, cGMP TR-FRET, EC30 CNP; Atrial natriuretic peptide receptor 2 (Homo sapiens), P20594; 0% at EC30 CNP, 100% saturating CNP; activation, % at 10 µM; 0.11% of 370,000 active; AID 1920062, 2024;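 active = activation at 10 µM reaching about 35% in either raw or pattern-adjusted values, limit read from the data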
HGIII-sPLA2 inh: human group III sPLA2 inhibitors, primary screen, biochemical, QFRET, BODIPY PC-A2 liposome substrate. 0.56% of 370,000 active. Group 3 secretory phospholipase A2 (Homo sapiens), Q9NZ20. AID 743126, 2013. inhibition, % at 12.2 µM. QFRET BODIPY PC-A2 liposome hydrolysis, fluorescence;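 active = inhibition above mean plus 3 SD of compounds lying within the high and low control bounds, cut at about 19% in these data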;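 also: 0% = median of test compound wells and 100% = no enzyme DMSO wells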
Target sequence (Q9NZ20 whole entry, looked up): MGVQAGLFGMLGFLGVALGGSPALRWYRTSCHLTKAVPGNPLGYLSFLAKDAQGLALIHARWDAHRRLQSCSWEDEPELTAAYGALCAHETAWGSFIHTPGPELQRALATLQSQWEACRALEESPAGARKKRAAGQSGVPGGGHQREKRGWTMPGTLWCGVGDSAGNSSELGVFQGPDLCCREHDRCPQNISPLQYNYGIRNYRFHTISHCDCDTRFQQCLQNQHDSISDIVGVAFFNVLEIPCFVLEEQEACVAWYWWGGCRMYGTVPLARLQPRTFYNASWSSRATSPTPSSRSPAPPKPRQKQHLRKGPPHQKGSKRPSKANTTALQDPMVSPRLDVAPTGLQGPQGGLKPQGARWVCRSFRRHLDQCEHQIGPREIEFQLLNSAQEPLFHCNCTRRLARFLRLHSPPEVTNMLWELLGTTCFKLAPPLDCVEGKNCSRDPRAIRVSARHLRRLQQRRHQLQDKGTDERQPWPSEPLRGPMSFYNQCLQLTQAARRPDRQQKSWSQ
FXN GAA850 act: FXN promoter activators, primary screen, cell-based, luciferase luminescence, HEK293 lucGAA850; 0.56% of 360,000 active; activation, % at 6 µM; HEK293 lucGAA850 FXN promoter luciferase reporter, 24 h; percent of 10 µM SAHA response;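 active = activation above the average of all compounds screened plus 3 SD, cutoff fixed separately per campaign, cut at about 7.5% in these data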;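 also: 0% = DMSO wells and 100% = 10 µM SAHA wells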
ADAM10 inh: human ADAM10 inhibitors, primary screen, biochemical, QFRET, HTS | Disintegrin and metalloproteinase domain-containing protein 10 (Homo sapiens), O14672 | recombinant ADAM10, EDANS/DABCYL FRET peptide cleavage, 3 h | inhibition, % at 7 µM | 0.62% of 370,000 active;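 active = inhibition above a per-campaign cutoff equal to the mean of compounds falling between control-based bounds plus 3 SD, cut at about 20% in these data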;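 also: 0% = DMSO wells while the 100% control is not disclosed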
ASAP1 inh: inhibitors of human ASAP1 ArfGAP activity, primary screen, biochemical, fluorescence polarization; Arf-GAP with SH3 domain, ANK repeat and PH domain-containing protein 1 (Homo sapiens), …; ASAP1-stimulated ARF1 GTP hydrolysis, GDP FP detection; inhibition, % at 16.5 µM; 0.19% of 360,000 active; in the data active = inhibition above about 25%;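 also: 0% = vehicle with enzyme and substrate and 100% = no enzyme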
Target sequence (Q9ULH1 325-724 limits assumed): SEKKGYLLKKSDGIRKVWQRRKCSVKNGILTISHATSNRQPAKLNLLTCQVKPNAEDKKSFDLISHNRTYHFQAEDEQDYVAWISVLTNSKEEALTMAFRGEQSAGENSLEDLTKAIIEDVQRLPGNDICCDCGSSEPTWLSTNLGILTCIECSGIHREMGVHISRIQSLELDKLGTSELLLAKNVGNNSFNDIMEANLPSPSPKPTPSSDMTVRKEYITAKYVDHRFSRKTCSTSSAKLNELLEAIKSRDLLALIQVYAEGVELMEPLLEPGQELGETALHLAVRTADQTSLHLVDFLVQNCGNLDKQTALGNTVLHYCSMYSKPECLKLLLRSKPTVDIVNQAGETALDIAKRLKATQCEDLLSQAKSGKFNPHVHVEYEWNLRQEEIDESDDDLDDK
rCAG binder: binders of r(CAG) RNA repeats, primary screen, biochemical, fluorescence. 1.3% of 370,000 active. inhibition, % at 3 µM. r(CAG) RNA repeat, TO-PRO-1 dye displacement fluorescence;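 active = inhibition above the plate cutoff, the mean of all test compounds on that plate plus 3 SD, cut at about 35% in these data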;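 also: 0% = DMSO alone and 100% = 100 µM mitoxantrone as full dye displacement; higher means more dye released from RNA so lower well fluorescence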
ARFGAP1 inh: inhibitors of rat ARFGAP1 GAP activity, primary screen, biochemical, fluorescence polarization, GDP tracer; ADP-ribosylation factor GTPase-activating protein 1 (Rattus norvegicus), Q62848; Arfgap1-stimulated ARF1 GTP hydrolysis, GDP FP detection; inhibition, % at 16.5 µM; 0.26% of 360,000 active; AID 651572, 2012;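 active = inhibition above a per-plate limit, mean inhibition of low control wells plus 3 SD, cut at about 25% in these data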;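 also: 0% = DMSO wells with enzyme and 100% = wells lacking Arfgap1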
Target sequence (Q62848 1-136 limits assumed): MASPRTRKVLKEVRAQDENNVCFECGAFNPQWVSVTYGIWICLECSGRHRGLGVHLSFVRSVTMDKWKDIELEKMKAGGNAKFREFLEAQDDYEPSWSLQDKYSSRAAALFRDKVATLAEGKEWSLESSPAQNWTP
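Repeats: one replicate per compound; assay system: rat Arfgap1 catalytic domain, aa 1-136; times: enzyme reaction 120 min at 25 °C after 20 min preincubation; detection: FP of antibody-bound GDP Alexa 633 tracer, ex 620/em 688 nm; benchmarks: high control wells lacking Arfgap1, low control full reaction with DMSO; reagent: human ARF1(Δ1-17)-GTP substrate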
KLK7 zymogen act: proKLK7 zymogen activators, primary screen, biochemical, fluorescence intensity; AID 652039, 2013; Kallikrein-7 (Homo sapiens), P49862; 0.9% of 370,000 active; activation, % at 7 µM; purified proKLK7, EDANS-DABCYL substrate fluorescence; 100% is mature enzyme control, 0% vehicle;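 active = activation above the mean of all tested compounds plus 3 SD, computed per campaign excluding outliers beyond control limits, cut at about 13% in these data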
DDE Tn6 FP inh: inhibitors of Tn6 peptide binding to fibrin DD(E), primary screen, biochemical, fluorescence polarization, human fibrin, Tn6 probe. Fibrin DD(E) TRITC-Tn6 fluorescence polarization displacement. 0.21% of 370,000 active. Fibrinogen beta chain (Homo sapiens), P02675. inhibition, % at 8.3 µM;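 active = inhibition above a per-campaign cutoff: mean of compounds within control limits plus 3 SD, cut at about 15% in these data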;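 also: 0% = median of all compound wells on the plate and 100% = blocking peptide control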
GC-A act: GC-A stimulated cGMP production enhancers – HEK293 GC-A cells, cGMP TR-FRET, EC30 ANP, primary screen | Atrial natriuretic peptide receptor 1 (Homo sapiens), P16066 | 0% at EC30 ANP, 100% saturating ANP | activation, % at 10 µM | 0.14% of 370,000 active | AID 1671463, 2021; in the data active = activation above about 40%
* = called active by the depositor; . = not tested or not shown; & = joins results of further samples.

Sample of the layout:
SMILES	NPR2 activator	HGIII-sPLA2 inh	FXN GAA850 act	ADAM10 inh	ASAP1 inh	rCAG binder	ARFGAP1 inh	KLK7 zymogen act	DDE Tn6 FP inh	GC-A act
CCCNc1c(NC(=O)C2CCC(C)CC2)c(=O)oc2ccccc12 (stereo not given)	2	3	-0.3	-2	5	0	-5	0.4	0	-1
Cc1cccc(CS(=O)(=O)Cc2ccc(C(=O)NCc3ccco3)o2)c1	4	-7	0.1	0	-2	2	-7	0.1	7	-5

Main list, from the first entry:
SMILES	NPR2 activator	HGIII-sPLA2 inh	FXN GAA850 act	ADAM10 inh	ASAP1 inh	rCAG binder	ARFGAP1 inh	KLK7 zymogen act	DDE Tn6 FP inh	GC-A act
CCCNc1c(NC(=O)C2CCC(C)CC2)c(=O)oc2ccccc12 (stereo not given)	2	3	-0.3	-2	5	0	-5	0.4	0	-1
Cc1cccc(CS(=O)(=O)Cc2ccc(C(=O)NCc3ccco3)o2)c1	4	-7	0.1	0	-2	2	-7	0.1	7	-5
COc1ccccc1NC(=O)C1CCCN(S(=O)(=O)c2cccc3nsnc23)C1 (stereo not given)	3	-3	0.4	4	4	2	8	0.7	0	6
COc1ccc(C(C)C)cc1S(=O)(=O)N1CCN(C)CC1	-3	5	-0.1	-8	-2	-3	1	0.2	0	1
Cc1ccc(N(C(C)C(=O)Nc2ccccc2C(=O)N2CCOCC2)S(C)(=O)=O)cc1C (stereo not given)	3	2	-1.5	1	-6	-6	0	0.9	2	-1
CCc1ccccc1NC(=O)COC(=O)c1cccs1	3	0	-1.7	-2	6	-2	14	-0.2	-6	5
O=C(c1ccc(OC2CCN(CCc3ccccc3)CC2)cc1)N1CCCC(CO)C1 (stereo not given)	5	-8	0.7	9	-1	-12	-10	0.0	-2	-2
COc1ccc(-c2cc(=O)c3ccccc3[nH]2)cc1	-2	0	2.0	-80	5	0	-8	-0.1	10	5
COc1ccc(C(=O)NCC(=O)OCC(=O)NC23CC4CC(CC(C4)C2)C3)cc1	-4	-8	1.8	-4	5	-3	9	0.1	-1	-2
Cc1cc(C(=O)OCC(=O)c2cccs2)c2ccccc2n1	-5	-4	3.7	-11	-3	0	-7	-2.1	-6	5
CN1CCc2c(sc3c2c(=O)n(-c2ccccc2)c2nncn32)C1	0	0	0.6	-26	-8	5	-10	-0.1	-3	3
COc1ccc(CN(C)C(=O)/C=C/c2ccc(S(=O)(=O)N3CCCCCC3)cc2)cc1	4	-15	-0.4	4	-3	4	-2	0.1	0	-1
CCc1ccc(NC(=O)C2C3/C=C\CCCCC32)cc1 (stereo not given)	-1	-2	2.4	6	5	1	-4	0.0	-3	2
COc1ccc(CCNC(=O)c2cccnc2)cc1OC	6	1	-0.8	-3	-3	2	5	-0.6	-10	4
CCc1cccc(CC)c1NC(=O)CSc1nc2ccc(N3C(=O)C4C(C3=O)[C@H]3C=C[C@@H]4C3)cc2s1 (stereo not given in full)	2	-12	0.2	2	6	1	0	0.2	-8	1

(next part)
SMILES	NPR2 activator	HGIII-sPLA2 inh	FXN GAA850 act	ADAM10 inh	ASAP1 inh	rCAG binder	ARFGAP1 inh	KLK7 zymogen act	DDE Tn6 FP inh	GC-A act
COc1ccc2c(-c3cnc(N4CCOCC4)nc3)c(-c3ccc(S(C)(=O)=O)cc3)sc2c1	-4	4	-1.1	-133	-4	16	11	-5.5	3	14
Cc1[nH]c2ccc(C(=O)Nc3ccncc3)cc2c1C	-10	-14	2.1	-20	3	6	-7	-0.4	-6	-1
CCOc1ccccc1CN1CCNC(=O)C1CC(=O)N(C)CCc1cnn(C)c1 (stereo not given)	4	5	-1.2	1	-9	-2	-15	0.0	5	-3
Cc1ccc(C(=O)Cn2c(C(=O)/C=C/c3ccccc3)nc3ccccc32)cc1	-4	-7	3.0	-39	-1	5	-10	-1.0	1	3
CCOC(=O)c1ccc(NC(=O)c2c(Cl)cc(C)nc2C)cc1	2	-4	2.7	0	5	-6	9	-0.2	0	4
C=CCN1[C@H](CO)[C@H](c2ccccc2)[C@@H]1C#N	6	6	.	-8	.	4	.	0.5	0	0
COc1ccccc1NC(=O)c1cnc2c(-c3ccccc3)c(C)nn2c1C	-3	-5	1.5	-2	-3	-3	-5	0.9	-1	0
COc1ccc(NC(=O)C2CCN(C(=O)c3cccs3)CC2)c(OC)c1	3	9	3.0	3	-3	-3	1	-0.1	3	0
N=C1SC(c2ccccc2)C(=O)N1c1ncc(Cc2ccccc2Cl)s1 (stereo not given)	5	-4	0.9	9	0	58*	-12	-0.4	8	-2
Cc1cc(-n2c(C)cc(C(=O)CSc3nnnn3-c3ccc(Cl)cc3)c2C)no1	-2	-8	1.9	1	-2	4	-7	0.4	0	-3
CC1CCCN(C(=O)C2CCN(S(=O)(=O)c3cccs3)CC2)C1 (stereo not given)	3	-1	2.8	-5	-8	-2	2	0.9	5	-2
CC1=NN(C(=O)CSCc2ccccc2)C(O)(c2ccc(Cl)cc2)C1 (stereo not given)	-5	-7	-0.4	0	-6	-2	-9	-0.3	2	3
Cc1ccc(Cn2nnc3c(=O)[nH]c(C4CCCN(S(=O)(=O)c5ccccc5F)C4)nc32)cc1 (stereo not given)	20	2	3.3	5	-2	1	4	-0.3	1	12
Cc1cnc(C(=O)N2CCN(S(=O)(=O)c3ccc(F)c(F)c3F)CC2)cn1	3	12	-1.4	-6	4	5	-9	-0.1	2	1
CCNC(=O)CC1C(=O)N(c2ccc(F)cc2)C(=O)N1CCc1ccc(OC)cc1 (stereo not given)	4	-3	0.7	-2	4	-2	-2	0.0	-7	0

Next section:
SMILES	NPR2 activator	HGIII-sPLA2 inh	FXN GAA850 act	ADAM10 inh	ASAP1 inh	rCAG binder	ARFGAP1 inh	KLK7 zymogen act	DDE Tn6 FP inh	GC-A act
CCCOc1ccc2oc(=O)c3c(c2c1)CCCN3C(=O)CN(C)Cc1ccccc1	2	-7	1.1	-96	12	-5	10	-0.2	-6	2
CCOc1ccc(CN(C)CC(=O)Nc2ccccc2C(=O)NC2CC2)cc1	-2	4	2.1	3	11	-8	-6	0.2	-1	-2
C#CCNC(=O)C[C@H]1C(=O)N(CCCOC)C2=CCCC[C@@]21C(=O)OCC	3	2	.	-4	.	2	.	0.2	3	0
O=C(c1cc(COc2ccc3ncccc3c2)on1)N1CCCCCC1	-3	-8	0.1	-13	-11	-5	7	-0.2	1	3
Cc1c(C(=O)NCc2ccc3c(c2)OCO3)oc2ccc(S(=O)(=O)N3CCCC3)cc12	-2	-17	-0.2	6	9	2	6	0.2	-5	4
CC(NC(=O)c1ccc(F)cc1)c1ccccc1 (stereo not given)	-1	9	-1.9	6	-7	1	-4	0.1	2	2
Cc1ccc2c(c1)C(=O)C(=O)N2CC(=O)OC(C)C	-8	0	-1.5	-7	5	2	-14	-0.2	4	-2
CCCCNC(=S)Nc1cc([N+](=O)[O-])ccc1C	0	15	2.6	-11	1	-3	-5	0.1	5	4
CNc1nc(NCc2ccccc2)c2ccccc2n1	-2	-6	-1.1	-107	9	14	-2	-8.4	-4	-4
COc1cc(NC(=O)c2ccc(OC)c([N+](=O)[O-])c2)ccc1NC(=O)c1cccs1	0	9	-2.4	1	-1	3	-6	-0.7	-2	3
CCCNC(=O)C1CCC(CNS(=O)(=O)c2cccc3nsnc23)CC1 (stereo not given)	1	-4	0.1	0	10	-2	0	0.3	-1	0
O=C1CC(N2CCC(O)(c3ccc(Cl)cc3)CC2)C(=O)N1 (stereo not given)	3	3	-0.7	10	-4	-1	-1	0.3	-8	0
COc1ccccc1OCC(=O)NNC(=S)NC(=O)c1ccco1	1	2	-2.6	6	5	5	6	-0.9	0	-1
CCC(=O)Oc1ccc(C(=O)Nc2cccc(C(=O)NC(C)(C)C)c2)cc1	-2	7	0.8	2	3	-1	14	-0.9	1	13
COc1ccccc1C(=O)NCCC(=O)NC1CCCCCC1	0	15	-0.3	-22	-6	3	-2	-0.4	2	-1

Next compounds.
SMILES	NPR2 activator	HGIII-sPLA2 inh	FXN GAA850 act	ADAM10 inh	ASAP1 inh	rCAG binder	ARFGAP1 inh	KLK7 zymogen act	DDE Tn6 FP inh	GC-A act
O=C(CC1NCCNC1=O)Nc1ccc(Oc2ccccc2)cc1 (stereo not given)	-3	4	3.6	8	-8	5	-3	0.1	-3	10
COC(=O)CN1C(=O)COc2ccc(S(=O)(=O)NCc3ccc(Cl)cc3)cc21	1	1	0.7	-4	-4	3	3	0.4	7	-4
CCc1ccc(NC(=O)CSc2nc(=O)n(CCCN(C)C)c3c2CCC3)cc1	5	-20	-0.5	-5	17	-2	1	0.3	1	0
COc1cccc(NC(=O)C(Cc2ccccc2)n2cccc2)c1 (stereo not given)	-1	-87	1.2	9	19	-2	5	-0.3	-3	-2
O=C(Oc1ccc(Nc2ncnc3ccccc23)cc1)c1cccnc1	3	7	-0.8	2	10	-7	3	-0.4	-8	-1
COc1ccccc1NC(=O)c1cc(-c2cc(OC)c(OC)c(OC)c2)nc2ccccc12	8	-5	-4.2	4	8	3	-2	0.2	3	3
COCCn1c(Cc2ccccc2)nnc1SCC(=O)NC(C)(C)C	1	-3	2.8	2	15	-3	9	-0.1	3	3
Cc1nc2c(cnn2-c2ccccc2Cl)c(=O)n1-c1ccc(C(C)C)cc1	3	9	-0.5	-6	-2	-4	2	-0.1	-10	2
OCC1OC(n2cnc3c(NCc4ccccc4O)ncnc32)C(O)C1O (stereo not given)	5	4	0.6	-5	-14	1	-11	-0.1	4	0
COc1cc(N)c(Cl)cc1NC(=O)c1ccccc1	6	8	-1.9	-6	-15	0	4	0.2	-4	1
COC(=O)CN(C(=S)Nc1ccc(F)cc1)C1CC(=O)N(c2ccc(OC)cc2)C1=O (stereo not given)	1	-17	-1.2	3	5	5	-2	-0.3	-2	0
Cc1ccc(-c2nn(-c3ccccc3)cc2C(=O)NN2CCN(C)CC2)cc1	-3	-6	0.2	2	-11	-5	2	0.0	4	1
CCOC(=O)c1sc(NC(=O)COC(=O)c2ccco2)nc1C	-9	-3	0.0	-4	5	-1	-1	-0.4	4	10
Cc1ccc(-n2c(SCc3ccc(C(=O)O)cc3)nnc2-c2ccncc2)cc1	2	4	1.2	-1	7	-1	-4	-0.1	4	3
CCN1CCN(CCOc2ccccc2-c2ccccc2)CC1	-4	-1	0.5	2	4	-6	8	-0.2	0	-5
NCc1ccc(S(N)(=O)=O)cc1	2&4	7&2	1.6&0.2	-10&-4	11&-6	1&4	0&-3	0.5&0.2	-1&-5	5&1
CCC1CCc2c(sc(NC(=O)CSc3nc(-c4ccco4)cc(C(F)(F)F)n3)c2C#N)C1 (stereo not given)	4	3	1.7	-1	-3	1	-12	0.1	-4	-1

Source: PubChem BioAssay
